M4 antag: CHRM4 antagonism in calcium assay; inhibition, % at 3 µM; actives 0.73% (n = 360,000); CHO-hM4 cells, ACh EC80, Fluo-8 calcium fluorescence; P08173;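 active means inhibition above its plate's cutoff, the mean inhibition of sample wells plus 3 SD, cut at about 27% in these data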;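 further: 0% = acetylcholine EC80 with DMSO and 100% = DMSO without agonist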
M1 ag parental: counter-screen for M1 agonists: effect in parental CHO-K1 cells; actives 0.48% (n = 360,000); Fluo-8 calcium fluorescence; scaled to maximal ATP response, vehicle zero; activation, % at 3 µM; AID 602248; in the data active means activation above about 15%;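 further: untransfected CHO-K1 host cells lacking M1 receptor as counterscreen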
M4 ag: CHRM4 agonism in calcium assay. CHO-K1 hM4/Gqi5, Fluo-8 calcium fluorescence; vehicle 0%, full acetylcholine response 100%. activation, % at 3 µM. actives 0.14% (n = 360,000). AID 624127;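 active means activation above the run mean over all test wells plus 3 SD, cut at about 32% in these data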;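 further: peak over basal fluorescence ratio per well then scaled between controls; 0% = DMSO wells and 100% = acetylcholine at EC100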
CHO parental Ca: counter-screen for OX1R antagonists: effect in parental CHO cells. parental CHO-K1, ATP-induced calcium, Fluo-8 fluorescence. inhibition, % at 5.6 µM. actives 0.63% (n = 330,000). AID 463079;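 active means inhibition above that plate's mean sample inhibition plus 3 SD, cut at about 26% in these data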;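 further: 0% = ATP-challenged DMSO wells and 100% = DMSO wells without ATP; some compounds past the cut are filed as inactive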
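Test system: untransfected parental CHO cell line; also added: ATP stimulus; dosing: 5.6 µM, single dose; signal: calcium-sensitive Fluo-8 fluorescence; measure: percent inhibition of ATP-evoked calcium rise, normalized to controls; benchmarks: low control ATP plus DMSO, high control DMSO only; replication: one well per compound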
CHO-K1 Ca antag: M1 antagonist counterscreen hit in parental CHO-K1 cells | actives 0.6% (n = 360,000) | inhibition, % at 3 µM | ATP-induced calcium, Fluo-8 fluorescence | AID 602250;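 active means inhibition above a per-plate cutoff, the plate's mean sample inhibition plus 3 SD, cut at about 24% in these data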;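 further: 0% = DMSO plus EC80 ATP and 100% = DMSO alone without ATP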
M1 PAM: human CHRM1 positive allosteric modulation. P11229. activation, % at 3 µM. CHO-K1 hM1, Fluo-8 calcium fluorescence, ACh EC20; 0% = ACh EC20, 100% = maximal ACh. AID 588819. actives 0.088% (n = 360,000); in the data active means activation above about 19%, passing the limit was not always enough
Target sequence (P11229 whole entry, looked up): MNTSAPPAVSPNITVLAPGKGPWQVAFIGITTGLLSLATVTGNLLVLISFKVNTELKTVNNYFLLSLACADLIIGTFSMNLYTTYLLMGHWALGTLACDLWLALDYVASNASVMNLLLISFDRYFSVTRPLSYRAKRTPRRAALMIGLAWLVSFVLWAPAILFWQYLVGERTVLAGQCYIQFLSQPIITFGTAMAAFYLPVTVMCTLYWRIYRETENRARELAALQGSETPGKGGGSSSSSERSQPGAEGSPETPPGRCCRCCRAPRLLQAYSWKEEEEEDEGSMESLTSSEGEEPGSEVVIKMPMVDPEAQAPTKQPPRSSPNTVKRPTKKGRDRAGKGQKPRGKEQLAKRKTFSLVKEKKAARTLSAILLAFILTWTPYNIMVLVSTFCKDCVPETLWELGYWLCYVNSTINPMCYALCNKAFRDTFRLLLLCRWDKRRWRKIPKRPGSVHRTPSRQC
OXTR potentiate: potentiates the human oxytocin receptor response. P30559. CHO-OTR cells, Fluo-8 calcium fluorescence, potentiator mode; 0% = oxytocin EC15, 100% = EC100. activation, % at 3 µM. actives 0.061% (n = 320,000). AID 2445;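 active means activation above that plate's cutoff, the mean activation of tested compounds plus 3 SD, cut at about 6.6% in these data, passing the limit was not always enough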;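 further: 100% uses oxytocin at 75 nM as the full agonist control; some results filed as inactive read as strong as hits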
Target sequence (P30559 whole entry, looked up): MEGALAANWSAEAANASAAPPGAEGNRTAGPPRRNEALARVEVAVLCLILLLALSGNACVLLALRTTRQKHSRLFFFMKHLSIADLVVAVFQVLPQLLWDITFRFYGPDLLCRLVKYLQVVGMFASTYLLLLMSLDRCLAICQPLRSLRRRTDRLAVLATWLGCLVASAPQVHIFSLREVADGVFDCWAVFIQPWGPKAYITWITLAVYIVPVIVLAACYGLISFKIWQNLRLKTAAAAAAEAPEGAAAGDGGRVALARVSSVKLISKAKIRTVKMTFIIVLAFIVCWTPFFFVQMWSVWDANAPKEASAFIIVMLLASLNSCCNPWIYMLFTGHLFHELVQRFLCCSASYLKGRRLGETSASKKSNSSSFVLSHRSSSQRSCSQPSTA
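Assay system: CHO cell line stably expressing human OTR | Also added: Oxytocin at about EC15, sub-maximal agonist stimulus | Times: Compound 6 min at room temperature before oxytocin, 100 s read | Measured by: Fluo-8 intracellular calcium fluorescence, ex 470-495, em 515-575 nm | Controls: EC15 oxytocin alone as 0%, 75 nM oxytocin as 100%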
M1 antag: antagonists of human M1 muscarinic receptor; P11229; CHO-K1 hM1, Fluo-8 calcium fluorescence, ACh EC80 antagonist; inhibition, % at 3 µM; actives 1.3% (n = 360,000); AID 588852;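 active means percent inhibition above its own plate's cutoff, namely the mean of that plate's compound wells plus 3 SD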;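 further: peak over basal fluorescence ratio during 140 s after agonist addition; 0% = ACh EC80 plus DMSO and 100% = DMSO alone without agonist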
CHRM1 agonist: agonists of human M1 muscarinic receptor. P11229. activation, % at 3 µM. actives 0.33% (n = 360,000). AID 588814. CHO-K1 hM1, Fluo-8 calcium fluorescence, agonist mode; 0% DMSO, 100% acetylcholine EC100;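 active means activation above the run's mean compound activation plus 3 SD, cut at about 16% in these data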;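 further: peak over basal fluorescence ratio within a 140 s kinetic read after compound addition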
Numbers without * were called inactive; · = not tested or not shown.

A first look (3 entries):
SMILES	M4 antag	M1 ag parental	M4 ag	CHO parental Ca	CHO-K1 Ca antag	M1 PAM	OXTR potentiate	M1 antag	CHRM1 agonist
COCCn1c(N)c(N(Cc2ccccc2)C(=O)C2=COCCO2)c(=O)[nH]c1=O	-8	0.2	-1	7	3	4	0	-2	-1
O=C(CN(C(=O)c1csnn1)c1ccccc1Cl)NC1CCCC1	0	8.9	3	-13	0	3	-2	-3	-6
COc1cc2c(cc1NC(=S)Nc1cccc(C)c1)oc1ccccc12	-1	1.0	0	-5	12	-3	-4	8	-6

The list itself, previewed entries included:
SMILES	M4 antag	M1 ag parental	M4 ag	CHO parental Ca	CHO-K1 Ca antag	M1 PAM	OXTR potentiate	M1 antag	CHRM1 agonist
COCCn1c(N)c(N(Cc2ccccc2)C(=O)C2=COCCO2)c(=O)[nH]c1=O	-8	0.2	-1	7	3	4	0	-2	-1
O=C(CN(C(=O)c1csnn1)c1ccccc1Cl)NC1CCCC1	0	8.9	3	-13	0	3	-2	-3	-6
COc1cc2c(cc1NC(=S)Nc1cccc(C)c1)oc1ccccc12	-1	1.0	0	-5	12	-3	-4	8	-6
CCn1nc(NC(=O)c2ccncc2)c2cc3cccc(C)c3nc21	-4	0.1	7	-17	-36	5	-6	-13	-11
c1ccc(-c2cc3c(N4CCOCC4)ncnc3s2)cc1	3	2.5	2	-25	-9	1	0	-5	-4
CCn1c(=O)c2cc(C(=O)NCCN3CCOCC3)sc2c2ccccc21	76*	0.7	3	-5	0	12	-5	-20	-4
CC(=O)Nc1cccc(-c2csc(C(C)(O)c3ccc(F)c(F)c3)n2)c1 (stereo not given)	-2	3.5	10	·	-8	2	·	-8	-3
COc1ccccc1NS(=O)(=O)c1cc(NC(=O)c2ccc3ccccc3n2)ccc1Cl	-3	0.0	1	-9	1	6	-6	-7	-3
C#CCn1c(=NC(=O)c2ccc(S(=O)(=O)N3CCc4ccccc4C3)cc2)sc2cc(S(N)(=O)=O)ccc21	-8	1.9	0	4	-13	5	-10	1	-1
Cc1ccccc1C(OCC(O)CN1CCC(C(N)=O)CC1)c1ccccc1 (stereo not given)	-1	1.3	2	-10	-5	1	-1	-5	-11
O=C(COC(=O)C(Cc1ccccc1)NC(=O)c1ccccc1)c1ccccc1 (stereo not given)	-4	1.3	3	12	6	-7	-11	5	-7
COc1ccc(CC(=O)NNc2ncnc3c2cnn3-c2ccccc2)cc1	0	0.1	1	-12	5	8	-10	-6	-3
COc1ccc(CN(C(=O)c2nsc(Cl)c2Cl)C(C(=O)NC2CCCC2)c2ccc(C)cc2)cc1 (stereo not given)	-3	0.7	-1	-21	-5	-9	-16	-3	-9
Cc1ccc(C(=O)OC2CCS(=O)(=O)c3sccc32)cc1 (stereo not given)	4	2.3	2	-10	-11	-7	-8	-36	-7
COc1cccc(NC(=O)Nc2nc(-c3ccc(OC)c(OC)c3)cs2)c1	18	11	27	71*	18	-13	-14	31*	3
Nc1c(Cl)cc(Cl)cc1C(=O)OCC(=O)N1CCCC1=O	8	1.9	1	-11	-3	11	0	-13	-2
O=S(=O)(NC1CCCCC1)c1cccc2nsnc12	-11	-0.2	1	-11	6	8	-6	-6	-4
CCCCC(O)(CCCC)C(=O)NN(C(=O)OCC)c1ccccc1	10	0.1	1	-12	1	5	2	-10	-7
CCN(CC)S(=O)(=O)N1CCC(C(=O)NCc2ccc(C)cc2)CC1	2	1.3	2	-7	-13	6	0	-5	-1
NC(=O)C1CCN(c2ncnc3c(-c4ccccc4)nsc23)CC1	-4	0.2	2	-9	-2	9	-17	-15	-3
Nc1c(C(=O)Nc2ccccc2)c2nc3ccccc3nc2n1CCCN1CCOCC1	7	1.5	11	-7	-15	16	-9	-7	0
Nc1ccc(C(=O)NCC(=O)O)cc1	-18	0.4	0	8	1	14	-3	-22	4
CC(NC(=O)Cc1ccc(S(=O)(=O)N2CCOCC2)s1)c1ccc(Cl)c(Cl)c1 (stereo not given)	-4	4.2	12	-16	-3	2	-9	-2	-1
COc1cccc(C(=O)Nc2nnc(-c3ccccc3)s2)c1	1	0.7	0	·	6	9	·	8	2
Cc1cccc(NC(=O)c2nc[nH]c2C(=O)N[C@@H](C)c2ccccc2)c1	3	-0.7	0	-21	0	0	-4	10	-1

Further results:
SMILES	M4 antag	M1 ag parental	M4 ag	CHO parental Ca	CHO-K1 Ca antag	M1 PAM	OXTR potentiate	M1 antag	CHRM1 agonist
O=C(Nc1nc(-c2ccncc2)cs1)C1c2ccccc2Oc2ccccc21	-3	0.7	-1	-16	-7	3	-2	-1	-9
CCC(ONc1ccccc1C(F)(F)F)(C(=O)NN(C)C)c1ccccc1 (stereo not given)	-10	-0.5	0	-18	4	11	-7	-4	-2
CC1CC(C)CN(C(=O)c2cc3cc(Br)cc(Br)c3o2)C1 (stereo not given)	0	1.1	-1	-24	-11	4	-11	-4	-3
COC(=O)CCC(=O)c1oc2ccccc2c1NC(=O)CCCN1C(=O)c2ccccc2C1=O	5	0.3	0	-16	4	7	5	-28	-1
Nc1ccc(S(=O)(=O)N2CCc3ccccc32)cc1	12	2.1	1	-1	-13	3	-13	-6	0
CCOC(=O)c1nn(-c2ccccc2F)c(-c2ccccc2)c1C(=O)c1ccccc1	4	2.4	3	-10	-5	-3	-3	11	-1
Cc1ccc2nc(SCC(=O)NCc3ccco3)[nH]c2c1	1	0.3	1	-16	5	0	5	0	-5
COc1ccc(CC(=O)N/N=C/c2ccc(-c3ccc(F)cc3)o2)cc1OC	3	2.1	5	-17	-11	4	-13	-14	-4
C/C(=N\NC(=O)c1cccnc1)c1cccc([N+](=O)[O-])c1	1	0.8	1	-19	14	2	-8	3	-4
O=C(NC1CC1)c1cc(F)c(F)cc1Cl	14	0.5	3	-6	-11	1	0	-6	-4
COc1ccc(CN(C)C(C)C(=O)Nc2ccc(S(=O)(=O)N3CCOCC3)cc2)c(OC)c1 (stereo not given)	-4	0.6	2	0	-7	1	-6	3	-5
CCN(CC)CCCNC(=O)c1ccc(Cl)c(S(=O)(=O)Nc2ccccc2OC)c1	-1	0.9	2	-14	-8	-1	-3	5	0
CCOc1ccc(S(=O)(=O)Nc2nc3ccccc3nc2Cl)cc1	1	1.0	1	-12	-5	2	-5	0	-3
Cc1cc(C)c(OCC(=O)NCC(C)(C)N2CCOCC2)c(C)c1	-2	1.0	1	-6	-1	-2	-5	4	-7
Cc1ccc(OCC(=O)N/N=C2\CCOc3c(C)cccc32)cc1	5	0.0	-1	-11	-3	-3	-3	9	-4
O=C(CSc1nnc(-c2ccccc2)o1)N1CCOCC1	-6	0.1	1	-2	-2	14	-5	-8	-3
CCc1cc2ccc(C)c(C)c2nc1SCC(=O)NNC(=O)c1ccco1	-3	-0.5	0	-15	-16	11	-13	-14	-6
COc1ccc(C#Cc2cccc(-c3nc(C(=O)N4CCN(C)CC4)cc4c3[C@H](CCO)N(S(=O)C(C)(C)C)C4)c2)cc1OC (stereo not given in full)	-6	4.6	1	·	7	2	·	-11	-5
C[C@H]1[C@H](c2ccccc2)C[C@@H](C(=O)O)C1(C)C	4	0.1	2	-6	0	-1	-7	-2	-2
CCNC(=S)NNC(=O)c1cc(-c2ccccc2C)nc2ccccc12	-11	1.9	2	-14	-16	2	7	-1	-4
CCCCCCCCN1[C@@H](CC(=O)O)c2cc(F)ccc2S1(=O)=O	-2	0.5	1	-18	-11	4	-4	-1	-3
Cc1ccc(-c2ocnc2C(=O)Nc2ccccc2C(=O)N2CCCC2)cc1	-13	0.5	1	-4	-1	18	-3	-21	-1
COc1ccc(C(O)c2nc(-c3ccc(F)c(Cl)c3)cs2)cc1 (stereo not given)	1	1.7	5	·	-6	7	·	-15	-1
Cc1ccc(N(CCC(=O)NC(C)(C)C)S(=O)(=O)c2ccc(C)cc2)cc1	2	0.3	0	-13	-7	13	-8	-8	-10
O=C(CNC(=O)c1ccccc1)OCc1ccc([N+](=O)[O-])cc1	3	-0.4	0	-1	2	-3	-5	11	1

Further compounds follow:
SMILES	M4 antag	M1 ag parental	M4 ag	CHO parental Ca	CHO-K1 Ca antag	M1 PAM	OXTR potentiate	M1 antag	CHRM1 agonist
O=C(NC(=Nc1ccccc1)N1CCOCC1)Nc1ccccc1	19	0.2	2	-5	-14	1	1	-11	-8
O=C(CNCc1ccc(Cl)cc1)Nc1cccc(C(=O)O)c1	0	18*	0	·	-4	13	·	-8	-7
CCCC(c1nnnn1Cc1ccco1)N1CCN(C(=O)c2ccco2)CC1 (stereo not given)	-12	0.0	1	-7	4	-2	4	2	-2
COc1ccc(CCNC(=O)CSC2=NS(=O)(=O)c3cc(Cl)ccc3N2)cc1OC	-1	0.1	0	9	6	6	-3	0	0
Cc1cc(Br)c2nc(-c3ccccc3)c(Cc3cccc(Cl)c3)n2c1	-3	0.9	-1	·	-25	·	·	·	·
CCOC(=O)c1nnn(-c2nonc2-n2cccc2)c1CN1CCC(C(=O)OCC)CC1	0	-0.2	0	-23	-22	8	1	-3	-8
O=C(NCCCN1CCCCC1)C1CCC(CNS(=O)(=O)c2cccc3nsnc23)CC1 (stereo not given)	4	-0.1	2	10	-9	-26	-2	17	-7
Cc1ccc2nc3c(nc2c1C)CCCC3	3	3.0	1	-10	-14	6	-16	-9	-5
O=c1c2ccccc2c2ccccc2c(=O)n1Cc1cccnc1	-3	0.2	1	-2	-17	1	-1	-7	-8
C/C(=N\NC(=O)CN(c1ccccc1Br)S(C)(=O)=O)c1ccc2c(c1)OCCO2	-7	0.3	2	-13	-1	2	-9	0	-6
CC(C)NC(=NCc1ccc(Cl)cc1Cl)Nc1ccccc1	-4	12	17	-27	-14	-11	-9	9	-6
Cc1ccc(CSc2n[nH]c(N)n2)cc1	3	1.2	0	-11	-19	11	2	-21	-4
Cc1ccc(/C=N/NC(=O)C(=O)N/N=C/c2ccc(C)o2)o1	-8	0.3	0	-7	8	3	-7	0	-1
COc1ccc(CCNC(=O)C2CCCN(S(C)(=O)=O)C2)cc1 (stereo not given)	1	0.2	1	-14	0	2	-1	-12	-2
CCCC(=O)Nc1cc(C(F)(F)F)ccc1N1CCOCC1	-5	0.5	-1	-9	-12	5	-9	-6	-3
COc1cc(OC)c(C(=O)c2ccccc2[N+](=O)[O-])c(OC)c1	3	-0.5	0	·	7	-1	·	3	-3
CCOc1ncccc1C(=O)Nc1cccc(-c2nc3cccnc3s2)c1	-5	1.1	8	-18	-6	5	-4	4	3
O=C(Cn1cc(C(=O)COc2ccccc2)c2ccccc21)NCc1ccco1	5	5.0	7	-22	0	1	-30	2	-2
COc1ccc(C2Nc3ccccc3C(=O)N2NS(C)(=O)=O)cc1 (stereo not given)	-10	0.1	1	-9	-15	9	-9	-7	-9
Cc1ccc(OCCC(=O)Nc2cc(S(=O)(=O)N3CCOCC3)ccc2N2CCCC2)cc1	3	-0.3	2	·	-5	7	·	-10	-7
COc1ccc(-c2nn(CCC#N)cc2/C=N/O)cc1	3	1.7	1	-4	-5	8	-4	-8	-5
Nc1nc(N)nc(-c2cc(F)ccc2O)n1	0	0.7	2	1	-18	20	-5	-9	-3
Cc1cnc(CNC(=O)c2ccc3oc(C(C)C)nc3c2)[nH]1	11	1.5	0	-3	7	5	0	-5	-6

Assay outcomes: PubChem, The Scripps Research Institute Molecular Screening Center
